GPR151 activ = human GPR151 activation; PathHunter beta-arrestin GPR151 cells, luminescence; activation, % at 11.2 µM; 1% of 650,000 active; in the data active means activation above about 4.9%;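 further: 0% = median of compound wells and 100% = cells with positive control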
Target sequence (Q8TDV0 whole entry, looked up): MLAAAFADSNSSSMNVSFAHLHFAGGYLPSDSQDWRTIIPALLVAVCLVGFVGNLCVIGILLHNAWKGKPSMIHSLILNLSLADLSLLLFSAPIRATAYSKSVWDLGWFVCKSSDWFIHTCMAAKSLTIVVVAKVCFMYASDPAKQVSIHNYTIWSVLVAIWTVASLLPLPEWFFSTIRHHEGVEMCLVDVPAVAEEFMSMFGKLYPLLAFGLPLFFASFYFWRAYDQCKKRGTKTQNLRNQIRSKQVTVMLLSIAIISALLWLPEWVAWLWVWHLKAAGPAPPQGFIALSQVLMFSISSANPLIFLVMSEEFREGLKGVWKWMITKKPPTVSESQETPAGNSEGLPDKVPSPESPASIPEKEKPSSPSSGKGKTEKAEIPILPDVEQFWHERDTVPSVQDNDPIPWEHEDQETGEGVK
MITF inh = human MITF inhibition, primary screen; AID 1259374; AlphaScreen MITF homodimerization, bead proximity signal; inhibition, % at 2.6 µM; O75030; 0.91% of 650,000 active; in the data active means inhibition above about 50%;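 further: 0% = vehicle wells with protein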
Target sequence (O75030 whole entry, looked up): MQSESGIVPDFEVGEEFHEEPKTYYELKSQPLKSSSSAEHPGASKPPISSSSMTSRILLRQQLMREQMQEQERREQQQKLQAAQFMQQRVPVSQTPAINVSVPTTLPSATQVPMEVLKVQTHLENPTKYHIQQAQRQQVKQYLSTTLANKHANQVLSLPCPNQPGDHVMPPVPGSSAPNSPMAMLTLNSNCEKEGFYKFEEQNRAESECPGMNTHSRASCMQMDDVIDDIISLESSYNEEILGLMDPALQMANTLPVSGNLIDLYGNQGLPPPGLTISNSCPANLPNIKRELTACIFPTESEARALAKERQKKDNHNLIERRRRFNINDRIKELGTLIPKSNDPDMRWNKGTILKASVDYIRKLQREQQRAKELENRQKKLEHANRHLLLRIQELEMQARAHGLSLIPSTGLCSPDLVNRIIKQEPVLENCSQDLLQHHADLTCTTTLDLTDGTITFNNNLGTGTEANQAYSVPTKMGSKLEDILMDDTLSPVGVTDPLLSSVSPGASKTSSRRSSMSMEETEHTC
TEAD-YAP block = TEAD-YAP interaction inhibition; HEK-TIYL cells, TEAD-Gal4/YAP UAS-luciferase luminescence; inhibition, % at 9.12 µM; 1.4% of 640,000 active; AID 1259422; in the data active means inhibition above about 32%;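 further: 0% = median of test compound wells and 100% = reference inhibitor wells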
FBW7 activator = human FBW7 E3 ligase activation, primary screen | 0.13% of 650,000 active | normalized activity (activation), % at 26.1 µM | AID 1259310 | AlphaScreen FBW7–phospho-cyclin E peptide binding, activator screen | Q969H0; in the data active means normalized activity above about 1.9%;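 further: purified mutant Fbw7 with reduced substrate affinity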
An asterisk follows results filed as active; . = not tested or not shown; & = joins results of further samples.

SMILES	GPR151 activ	MITF inh	TEAD-YAP block	FBW7 activator
Cn1ccnc1Sc1nc(Nc2ccccc2)nc(Nc2ccccc2)n1	-0.5	13	2	0.3
C=CCOC(=O)COc1ccc2c(c1)O/C(=C\c1ccc(C)o1)C2=O	-1.0	-12	-7	-0.2
Cc1ccc2nc(N3CCN(c4ccc(F)cc4)CC3)c3nncn3c2c1	-0.3	10	-2	0.2
CCC(=O)Nc1nc(C)c(C(=O)NCc2ccccc2)s1	0.6	-4	5	-0.1
C#CCN(C)C(=O)c1cnc2scc(-c3ccc(Cl)cc3)n2c1=O	-0.7	12	-7	-0.1
Cn1cc(/C=C/c2nc3ccccc3c(=O)n2CCO)c2ccccc21	-0.2	-2	15	-0.1
O=C(O)/C=C/c1cccc(NS(=O)(=O)c2ccccc2[N+](=O)[O-])c1	0.1	-6	-7	-0.3
Fc1ccccc1CN1CCCCCC1	-0.5	16	1	0.1
CC1(C)CC(=O)C2=C(C1)NC(=O)CC2c1ccccc1[N+](=O)[O-] (stereo not drawn)	-0.5	1	-3	0.1
Cc1c(C(=O)C(=O)N2CCc3ccccc3C2)c2ccccc2n1C	-0.8	-2	-4	0.0
COC(=O)c1ccccc1NC(=O)C1C(C=C(Cl)Cl)C1(C)C (stereo not drawn)	2.5	-5	-8	-0.1
CCOC(=O)CNC(=S)N(Cc1ccco1)Cc1ccccc1Cl	-0.2	9	-2	0.7
COC(=O)/C(=C1/OC(=O)C(c2ccccc2)=C1O)c1ccccc1	-1.8&-4.3	-10&-13	-3&-9	0.0&0.1
CN1CCN(C(=S)N=P(N(C)C)(N(C)C)C23CC4CC(CC(C4)C2)C3)CC1	-0.8	-4	8	-0.2
CN(CC1COCCO1)C(=O)c1ccc(OC2CCN(CCc3ccccc3)CC2)cc1 (stereo not drawn)	-1.3	-3	-7	0.2
CC1CCCN(C(=O)c2ccc(S(=O)(=O)c3ccc(F)cc3)c([N+](=O)[O-])c2)C1 (stereo not drawn)	0.7	-5	-4	0.1
CCOC(=O)c1coc(CN2CCOCC2)c1	2.9	-5	1	0.2
Cc1cc(C)c(NC(=O)CN(C)S(=O)(=O)c2ccc(Br)cc2)c(C)c1	0.7	-5	-2	0.0
CC(=O)N/N=C/c1cc(C)n(-c2cc(Cl)ccc2Cl)c1C	-0.7	2	2	0.4
CC1(C)NC(=O)N(CC(O)COc2ccccc2)C1=O (stereo not drawn)	-0.4	1	-1	0.1

Next part, overlapping the part above by two compounds.
SMILES	GPR151 activ	MITF inh	TEAD-YAP block	FBW7 activator
CC(=O)N/N=C/c1cc(C)n(-c2cc(Cl)ccc2Cl)c1C	-0.7	2	2	0.4
CC1(C)NC(=O)N(CC(O)COc2ccccc2)C1=O (stereo not drawn)	-0.4	1	-1	0.1
Cc1cc2nc3c(=O)[nH]c(=O)nc-3n(C[C@@H](O)[C@@H](O)[C@@H](O)COP(=O)(O)O)c2cc1C	-0.3	-3	2	-0.1
Cc1c(C(=O)Nc2ccc3c(c2)OCCO3)cccc1[N+](=O)[O-]	-0.8	-9	-58	-0.2
Cc1cccc(N=C2NC(=O)/C(=C\c3ccc(OCc4ccccc4C#N)cc3)S2)c1	-0.5	-8	6	0.0
O=C(NC1CC1)c1ccccc1[N+](=O)[O-]	-0.1	7	11	0.1
Cc1cccc(OCCCOc2ccc(/C=C3/C(=N)N4C=CSC4=NC3=O)cc2)c1C	1.7	15	0	0.2
OC[C@@H](O)C(O[C@@H]1O[C@H](CO)[C@H](O)[C@H](O)[C@H]1O)[C@H](O)[C@@H](O)CO (stereo partly drawn)	0.5	23	-9	0.2
Cc1c(O)ccc(/C=N/Nc2ccc3nnc(C)n3n2)c1O	-1.4	3	22	0.8
CCCCN(C)C(=O)CC1(c2ccccc2C)CC(=O)N(Cc2ccncc2)C1=O (stereo not drawn)	1.5	18	11	0.1
Nc1ncnc(N2CCN(c3ccc(F)cc3)CC2)c1[N+](=O)[O-]	1.4	12	19	-0.1
Cc1nnc(NC(=O)CSc2nnc(C)n2Cc2ccccc2)s1	2.0	15	-8	0.2
c1ccc2c(N3CCOCC3)nc(-c3ccncc3)nc2c1	0.4	2	2	0.1
CCCn1c(=O)c2ccccc2n2c(SCC(=O)N3CCOCC3)nnc12	-0.3	-62	2	0.0
CCCNC(=O)OCCOC12CC3CC(CC(C3)C1)C2	0.8	-10	-5	0.1
O=C(CN(Cc1ccccc1)S(=O)(=O)c1ccc(F)cc1)Nc1cccc([N+](=O)[O-])c1	3.5	13	3	0.0
Cn1c(=O)c(=O)n(C)c2cc(S(=O)(=O)CCC(=O)NC3CCCCCCC3)ccc21	-0.4	14	-4	0.1
COc1ccc(-c2nc3ccccc3c(=O)n2NCc2cccc(Oc3ccccc3)c2)cc1OC	-0.5	0	-15	-0.1
CC(=O)C1=C(O)C(=O)N(c2cccc(C(F)(F)F)c2)C1c1ccccc1F (stereo not drawn)	0.6	13	8	0.1
Cc1ccc(CC(=O)N(CCCn2ccnc2)c2nc3ccccc3s2)c(C)c1	6.9*	-3	6	-0.2
CCCCC1=CC2=C(OC(C)=O)C(=O)C(C)(OC(=O)c3ccc(Cl)nc3)C(=O)C2=CO1 (stereo not drawn)	0.8	2	.	0.2
NS(=O)(=O)c1ccc(S(=O)(=O)N2CCC(N3CCCCC3)CC2)cc1	-0.2	-8	-3	-0.3
CCN(C(=O)Cn1c(=O)oc2ccccc21)c1ccc(C)c(C)c1	-0.2	17	-10	0.4
Cc1ccc2nc(-c3cc(NC(=O)c4cc5ccccc5o4)ccc3Cl)oc2c1	-0.6	11	0	0.0
COc1ccc(NC(=O)CN(c2cc(C)cc(C)c2)S(=O)(=O)c2c(C)n[nH]c2C)cc1	-0.2	-2	-5	0.0
Cc1ccccc1OCc1nc(C#N)c(N2CC(C)OC(C)C2)o1 (stereo not drawn)	-0.3	16	-8	0.1
COc1ccc(C(=O)Nc2ccnc3c2c(=O)n(C)c(=O)n3C)c(OC)c1	-1.5	16	8	0.2
CC(C)CNc1cc(NCCO)c2c3c(onc13)-c1ccccc1C2=O	-0.8	30	-7	-0.5
CCOc1nc2ccccc2nc1NS(=O)(=O)c1ccc(-n2nc(C)cc2C)cc1	0.3	-5	5	-0.1
Cc1c(NC(=O)NC2CCCCC2)sc2nc3n(c(=O)c12)CCC(C)CC3 (stereo not drawn)	3.1	-4	2	0.0
CCOC(=O)C1=C(C)N=c2s/c(=C\c3ccc([N+](=O)[O-])o3)c(=O)n2C1c1ccccc1 (stereo not drawn)	1.1	2	10	0.0
CCOc1ccc(NC(=O)CN2CCN(c3cccc(Cl)c3)CC2)cc1	0.1	4	8	0.2
Cc1ccc(N2C(=O)CSC2c2cccc(F)c2)cc1F (stereo not drawn)	-0.1	-4	-3	-0.1
O=C(Cn1ncn2cccc2c1=O)NCc1cccc(F)c1	-2.5	4	-42	-0.1
COc1ccc(/C=C/C(=O)N2CCN(C/C=C/c3ccccc3)CC2)cc1	1.2	19	-3	-0.1
CC(C)c1ccc(NC(=O)C2c3ccccc3Oc3ccccc32)cc1	2.7	1	3	-0.1
Nc1cccc(-c2cn3c(NC(=O)c4cccs4)cnc3cn2)c1	2.6	11	7	0.0
CCCCN1C(=O)C(=O)N(CC(=O)Nc2ccc(OC(F)F)cc2)C1=O	-0.2	9	7	0.1
O=C(O)C1Cc2[nH]cnc2C(c2cccs2)N1 (stereo not drawn)	0.0	3	-6	-0.2
COc1ccc(C2CC(C(F)(F)F)n3nc(C(=O)Nc4ccc(Cl)cn4)cc3N2)cc1 (stereo not drawn)	1.8	-2	-2	-0.1
COCCn1nnnc1C(c1ccc(OC)cc1OC)N1CCc2ccccc2C1 (stereo not drawn)	-1.0	2	12	0.2
COc1cc(C(=O)OC(c2ccccc2)c2nccc3ccccc23)cc(OC)c1OC (stereo not drawn)	0.0	-4	-7	-0.1
COc1cc(-c2cnc3c(NCCc4ccccn4)nccn23)cc(OC)c1OC	0.9	0	23	0.1
C=CCNC(=O)C1CCCN(S(=O)(=O)c2ccc(F)cc2)C1 (stereo not drawn)	-0.7	3	2	0.0
Cc1cccc(C2=N/C(=C\C=C\c3ccccc3)C(=O)O2)c1	-1.2	4	-2	-0.1
CC(=O)Nc1ccc(Nc2nc(Nc3ccncn3)nc3c2ncn3CCN2CCCC2=O)cc1	0.0	16	-5	0.4
Cc1cccc(NC(=O)c2sc(=S)n3c2[nH]c(=O)c2sccc23)c1C	1.1	4	4	-0.2
CCOC(=O)c1ccc(NC(=O)c2ncn(-c3ccccc3)n2)cc1	5.9*	0	0	-0.1
CC(=O)N1CCC(N(C(=O)Nc2ccccc2Cl)C(C)C)CC1	-1.1	4	-3	-0.2
CC1CCCC(C)N1C(=O)COC(=O)CC12CC3CC(CC(Br)(C3)C1)C2 (stereo not drawn)	-1.1	7	4	0.2
O=C(CSc1ccc([N+](=O)[O-])cn1)Nc1ccccc1Cl	-1.3	4	2	0.1
COc1ccc(CNS(=O)(=O)c2ccc(S(=O)(=O)N3CCCCC3C)cc2)cc1 (stereo not drawn)	-1.4	-4	-3	-0.1
O=c1c(S(=O)(=O)c2ccc(F)cc2)c[nH]c2cc3c(cc12)OCO3	2.3	-20	-2	-0.1
Cc1nn(-c2cccc(Cl)c2)c2c1C(c1c(F)cccc1Cl)C(C#N)=C(N)O2 (stereo not drawn)	-0.9	-4	3	-0.1
COc1ccc(Cl)cc1/C=C1\SC(=S)N(C)C1=O	-0.4	6	-5	0.0
Brc1cccc(-c2noc(Cc3ccccc3)n2)c1	-2.1	18	-10	0.2
COc1cccc(-c2nnc(-c3cc4cc(Br)ccc4oc3=O)o2)c1	-2.5	6	9	0.1
N#Cc1c(SCC(=O)NCCc2ccccc2)nsc1SCC(=O)NCCc1ccccc1	0.8	8	6	0.1
COc1ccc2c(c1)nc(COc1ccccc1)n2C	-0.3	3	-45	0.0
O=C1c2ccccc2C(=O)N1CC(O)COc1ccccc1 (stereo not drawn)	1.8	2	14	-0.1
Cc1cc(=O)oc2cc(OC(=O)CCCCCN3C(=O)c4ccccc4C3=O)ccc12	-0.2	-9	4	0.0
CCc1nc2ccccc2n1CC(O)COCC1CC=CCC1 (stereo not drawn)	0.3	10	-7	-0.1

Only FBW7 activator, TEAD-YAP block and GPR151 activ (7 entries from above):
mol | FBW7 activator | TEAD-YAP block | GPR151 activ
Brc1cccc(-c2noc(Cc3ccccc3)n2)c1 | 0.2 | -10 | -2.1
COc1cccc(-c2nnc(-c3cc4cc(Br)ccc4oc3=O)o2)c1 | 0.1 | 9 | -2.5
N#Cc1c(SCC(=O)NCCc2ccccc2)nsc1SCC(=O)NCCc1ccccc1 | 0.1 | 6 | 0.8
COc1ccc2c(c1)nc(COc1ccccc1)n2C | 0.0 | -45 | -0.3
O=C1c2ccccc2C(=O)N1CC(O)COc1ccccc1 (stereo not drawn) | -0.1 | 14 | 1.8
Cc1cc(=O)oc2cc(OC(=O)CCCCCN3C(=O)c4ccccc4C3=O)ccc12 | 0.0 | 4 | -0.2
CCc1nc2ccccc2n1CC(O)COCC1CC=CCC1 (stereo not drawn) | -0.1 | -7 | 0.3

5 records picked at random from those above, as already listed:
SMILES	GPR151 activ	MITF inh	TEAD-YAP block	FBW7 activator
Cc1cc(=O)oc2cc(OC(=O)CCCCCN3C(=O)c4ccccc4C3=O)ccc12	-0.2	-9	4	0.0
Brc1cccc(-c2noc(Cc3ccccc3)n2)c1	-2.1	18	-10	0.2
CC(=O)Nc1ccc(Nc2nc(Nc3ccncn3)nc3c2ncn3CCN2CCCC2=O)cc1	0.0	16	-5	0.4
COc1ccc(Cl)cc1/C=C1\SC(=S)N(C)C1=O	-0.4	6	-5	0.0
O=C1c2ccccc2C(=O)N1CC(O)COc1ccccc1 (stereo not drawn)	1.8	2	14	-0.1

(further entries)
SMILES	GPR151 activ	MITF inh	TEAD-YAP block	FBW7 activator
COC(=O)Nc1nnc(Cc2ccccc2)s1	-1.2	-17	-4	0.0
O=C(CCn1c(SCC(=O)c2ccccc2)nc2cc3c(cc2c1=O)OCO3)NCc1ccc2c(c1)OCO2	-0.4	0	-3	0.0
CN(C)S(=O)(=O)N1CCN(c2ccc([N+](=O)[O-])c(NCc3ccccc3)c2)CC1	-0.2	20	-1	-0.1
O=C(CCCN1C(=O)c2ccccc2C1=O)NC1CCCC1	-0.3	9	-11	0.1
Cc1ccc(-c2csc(-c3cc4ccc(O)cc4oc3=O)n2)cc1C	1.7	7	2	0.0
Cc1ccc(NC(=O)Cn2nnc(S(=O)(=O)c3ccc(C)c(C)c3)c2N)c(C)c1	0.1	14	-2	0.1
O=C(N1CCOCC1)C1(c2cccs2)CCOCC1	-1.3	6	5	-0.2
Cc1cc(C)c(C#N)c(SCc2ccc3c(c2)OCO3)n1	-0.6	17	-10	0.9
O=C(O)CCCN1C(=O)C(=O)/C(=C(\O)c2ccccc2)C1c1ccc(Cl)cc1 (stereo not drawn)	0.5	12	-2	0.0
CC1=C(C(=O)OCC(C)C)C(c2ccc(Br)cc2)NC(=O)N1 (stereo not drawn)	-2.1	-10	-2	-0.2
COc1ccc2nc(Cl)c(C3CC(c4ccco4)=NN3S(C)(=O)=O)cc2c1 (stereo not drawn)	1.7	-1	-8	0.1
COc1ccc(NC(=O)CSc2nc(N)c(NC(=O)c3ccco3)c(=O)[nH]2)c(OC)c1	-2.1	16	6	1.1
